High-throughput results deposited in PubChem BioAssay by NCI.
All columns: NCI-60 one-dose screen, growth in % after 48 h at 10 µM unless noted; 100 = growth as untreated, 0 = no growth, -100 = all killed.
RXF 393: RXF 393 renal cancer cells. AID 1794773. actives 6.9% (n = 77,000)
NCI-H322M: NCI-H322M lung cancer; actives 2.7% (n = 80,000); AID 1794733
HT29: HT29 colon cancer; actives 7.4% (n = 81,000); AID 1794748
NCI-H23: NCI-H23 lung cancer | actives 4% (n = 80,000)
A498: A498 renal cancer cells | AID 1794774 | actives 5.4% (n = 76,000)
NCI-H460: NCI-H460 lung cancer; actives 6.8% (n = 82,000); AID 1794736
COLO 205: COLO 205 colon cancer; actives 7.3% (n = 79,000)
NCI-H226: NCI-H226 lung cancer | actives 3.5% (n = 79,000)
NCI-H522: NCI-H522 lung cancer | actives 8% (n = 78,000) | AID 1794739
An asterisk follows results filed as active; . = not tested or not shown; [ ] = another dose, or the depositor's remark. The calls were made as follows: active = growth percent below 10; inactive = the rest.

SMILES	RXF 393	NCI-H322M	HT29	NCI-H23	A498	NCI-H460	COLO 205	NCI-H226	NCI-H522
CC(C)CCOC(OCCC(C)C)OCCC(C)C	107	98	96	97	100	110	96	95	95
Brc1ccc(-c2cn3ccnc3c(-c3ccc(Br)cc3)n2)cc1	47	87	9.9*	60	36	17	7.8*	71	-15*
Cc1[nH]c(C(=O)Nc2ccccc2OC2CCNCC2)c(Cl)c1Cl	-85*	31	-7.9*	43	68	5.1*	-9.9*	99	-25*
CCCCCCCCN(CCCCCCCC)C(C)C(O)c1ccc2cc(Br)c3ccccc3c2c1 (stereo unspecified)	109	103	115	96	100	109	99	111	110
O=S(=O)(NCCCNc1nccc(-n2cnc3ccccc32)n1)c1ccccc1	110	109	101	92	78	97	102	81	83
COc1ccc(C(=O)/C=C/c2ccccc2)cc1S(=O)(=O)Nc1cccnc1	87	79	100	88	90	95	100	91	93
COc1cccc(-c2nc3ccc(C(=O)NN4C(=O)c5ccc(C(=O)O)cc5C4=O)cc3[nH]2)c1	108	102	107	103	112	108	118	120	93
Nc1nc(Cl)c(C=O)c(Cl)n1	106	112	110	108	102	.	112	88	121
Cc1ccc(C)c2c1C(=O)OC2=O	127	89	93	95	101	111	.	98	81
COc1ccc(-c2nnc(SCC(=O)Nc3nc(-c4ccccc4)cs3)o2)cc1OC	103	85	96	90	82	95	.	86	73
NC1=NC2(CCCCC2)N(c2ccc(S(=O)(=O)Nc3nccs3)cc2)C(N)=N1	97	104	106	98	109	102	106	106	96
Cc1cc(=O)[nH]c(SCC(=O)Nc2ccc(-c3nc4ccc([N+](=O)[O-])cc4[nH]3)cc2)n1	141	88	98	.	121	37	119	96	89
C=C1C(=O)O[C@H]2[C@H]1CC/C(CNC(=O)/C1=C/CC[C@@]3(C)O[C@H]3[C@H]3OC(=O)C(=C)[C@@H]3CC1)=C\CC[C@@]1(C)O[C@@H]21	99	96	95	100	95	104	72	92	-28*
CNC(=O)c1cc(-c2ccc(NC(=O)Nc3ccc(N4CCN(C)CC4)c(C(F)(F)F)c3)cc2)nc2cccnc12	-78*	-78*	-89*	.	41	-76*	-41*	85	-72*
CCN(CC)CCCNC(=O)c1noc2cc([N+](=O)[O-])ccc12	107	.	106	103	113	106	103	99	97
COc1ccc(-c2nn(-c3cccc(Cl)c3)cc2C=C2C(=O)NC(=O)NC2=O)cc1	91	99	.	98	109	107	112	96	.
COc1cc2ncnc(Sc3nnc(NC(=O)c4ccccc4F)s3)c2cc1OC	88	.	83	82	98	83	85	89	68
Cc1ccc(OC(=O)Cc2ccccc2)c(C(=O)c2cnc3c(c2)c(C)nn3-c2ccccc2)c1	85	116	88	88	52	96	133	116	62
CCOC(=O)c1c2ncccc2n2c(=O)n(-c3cccc(OC)c3)nnc12	98	80	101	95	107	105	124	109	101
Nc1nc(SCc2cccnc2)c2[nH]cnc2n1	114	99	.	103	104	105	100	105	93

Compound profiles, as listed above.
`CNC(=O)c1cc(-c2ccc(NC(=O)Nc3ccc(N4CCN(C)CC4)c(C(F)(F)F)c3)cc2)nc2cccnc12` reads RXF 393 = -78*; NCI-H322M = -78*; HT29 = -89*; NCI-H23 = .; A498 = 41; NCI-H460 = -76*; COLO 205 = -41*; NCI-H226 = 85; NCI-H522 = -72*
`CCOC(=O)c1c2ncccc2n2c(=O)n(-c3cccc(OC)c3)nnc12` reads RXF 393 = 98; NCI-H322M = 80; HT29 = 101; NCI-H23 = 95; A498 = 107; NCI-H460 = 105; COLO 205 = 124; NCI-H226 = 109; NCI-H522 = 101

The list continues.
SMILES	RXF 393	NCI-H322M	HT29	NCI-H23	A498	NCI-H460	COLO 205	NCI-H226	NCI-H522
Nc1ccc2c(c1)Cc1cc(N)c(Cl)cc1-2	110	88	101	103	118	105	105	107	92
Cc1ccc(-c2c3c(C)nn(-c4ccccc4)c3nc3nc(C)[nH]c(=O)c23)cc1	112	107	109	112	95	100	119	112	.
Cc1nc(C#N)c(N2CCC(c3nc(Cc4ccc(Cl)cc4)no3)CC2)o1	101	101	109	107	93	100	114	97	92
CC1CCCCN1CCOc1cc([N+](=O)[O-])ccc1C#N (stereo unspecified)	108	105	99	100	110	107	85	97	82
CCOC(=O)c1[nH]cc(C(=O)c2ccc(OC)cc2)c1-c1ccc(OC)cc1	92	96	82	95	85	108	109	95	74
CC(CCCO)Nc1ccnc2cc(Cl)ccc12 (stereo unspecified)	120	89	104	95	89	105	103	95	98
O=C(COc1ccc(/C=C2\Oc3ccccc3C2=O)cc1)c1ccc([N+](=O)[O-])cc1	103	111	114	105	103	107	207	117	91
NCCC(=O)CN	103	107	91	106	107	110	123	99	70
O=C(NNC(=O)c1cccc(F)c1)c1ccccc1	.	115	107	88	93	111	103	105	110
COc1cc(-c2cc(-c3ccc(Cl)cc3)[nH]c(=S)c2C#N)cc(OC)c1OC	91	86	92	86	77	75	87	89	89
Cc1ccc(NC(=O)CN2CCN(c3ncnc4c3cnn4-c3ccccc3)CC2)cc1	87	87	94	.	104	74	111	76	-41*
CCN(CC)c1ccc(/C=C2\Oc3ccc(O)c(I)c3C2=O)cc1	63	97	72	67	.	26	64	89	23
OC(Cc1nccc2ccccc12)(c1ccccc1)c1ccccc1	103	83	86	98	71	94	104	86	91
CCN(CCN(C)C)C(=O)CNCc1cc(C(N)=O)ccn1	.	106	80	101	.	108	108	89	78
COc1cc(C)c2cc(Cc3ccccc3)ccc2n1	114	107	99	100	92	104	107	92	96
CC(=O)O[C@@H]1CC[C@@]2(C)[C@H](CC[C@@H]3[C@@H]2CC[C@]2(C)[C@@H]([C@H](C)CC=C(c4ccccc4)c4ccccc4)CC[C@@H]32)C1	103	111	102	99	100	105	105	88	98
CNc1nc(C)c(-c2nc(Nc3cccc(S(N)(=O)=O)c3)ncc2F)s1	-50*	4.0*	1.0*	-19*	-39*	4.4*	-66*	7.2*	-12*
C[N+]1(Cc2ccc([N+](=O)[O-])cc2)CCC(CCC2CC[N+](C)(Cc3ccc([N+](=O)[O-])cc3)CC2)CC1 (stereo unspecified)	118	95	95	105	78	106	.	98	91
CC[C@]1(C#N)C(=O)[C@@](CO[Si](C)(C)C)(O[Si](C)(C)C)[C@H]2[C@H]1N(C(c1ccccc1)c1ccccc1)C(=O)C(=O)N2c1cccc(C2(C)OCC(C)(C)CO2)c1	106	96	100	97	100	102	109	108	91
O=C(NCn1c(=O)[nH]c2ccccc2c1=O)Nc1ccccn1	94	106	112	105	98	109	105	101	92

Reformatted with two lines to a compound: 5 of the compounds above.
Results follow in this order: RXF 393 | NCI-H322M | HT29 | NCI-H23 | A498 | NCI-H460 | COLO 205 | NCI-H226 | NCI-H522
OC(Cc1nccc2ccccc12)(c1ccccc1)c1ccccc1
    103 | 83 | 86 | 98 | 71 | 94 | 104 | 86 | 91
CCN(CCN(C)C)C(=O)CNCc1cc(C(N)=O)ccn1
    . | 106 | 80 | 101 | . | 108 | 108 | 89 | 78
COc1cc(C)c2cc(Cc3ccccc3)ccc2n1
    114 | 107 | 99 | 100 | 92 | 104 | 107 | 92 | 96
CC(=O)O[C@@H]1CC[C@@]2(C)[C@H](CC[C@@H]3[C@@H]2CC[C@]2(C)[C@@H]([C@H](C)CC=C(c4ccccc4)c4ccccc4)CC[C@@H]32)C1
    103 | 111 | 102 | 99 | 100 | 105 | 105 | 88 | 98
CNc1nc(C)c(-c2nc(Nc3cccc(S(N)(=O)=O)c3)ncc2F)s1
    -50* | 4.0* | 1.0* | -19* | -39* | 4.4* | -66* | 7.2* | -12*

Other compounds
SMILES	RXF 393	NCI-H322M	HT29	NCI-H23	A498	NCI-H460	COLO 205	NCI-H226	NCI-H522
CC(C)=C[C@@H]1C[C@H](O)Cc2c(C)cc(C)cc2N1	113	95	.	96	84	108	105	103	99
O=c1cc(CSc2nnc(-c3ccc(F)cc3)o2)c2ccc3ccccc3c2o1	107	100	95	84	95	101	117	81	84
C[C@H]1[C@H](C)CC[C@]2(C(=O)O)CC[C@]3(C)C(=CC[C@@H]4[C@@]5(C)Cc6c([nH]c7ccccc67)C(C)(C)[C@@H]5CC[C@]43C)[C@H]12	103	75	74	74	.	64	87	89	67
CCOC(=O)CCCn1c(C)c(C)c2c1N=C(SC)N1CC(=O)N=C21	121	111	109	117	115	110	132	113	97
COc1cc2c(cc1OCCCN1CCN(CCCOc3cc4c(cc3OC)C(=O)N3CC(F)(F)C[C@H]3C=N4)CC1)N=C[C@@H]1CC(F)(F)CN1C2=O	86	98	60	54	86	27	43	95	-14*
Cc1cc(O)c(/C=N/C(=S)NCc2ccccc2)c(=O)o1	110	113	104	98	98	110	103	102	93
Cc1ccc(NC(=O)Nc2ccccc2Cl)c(C)c1	101	.	97	.	80	106	113	94	79
Cc1cccc(NC(=O)OC(C)C)c1C	114	103	105	106	93	110	116	103	96
CN(C)CCN1C(=O)c2cccc3c(C#CCN4C(=O)c5cccc6cccc(c56)C4=O)ccc(c23)C1=O	86	106	105	98	94	99	99	93	97
Cc1ccc(S(=O)(=O)NCN2C(=O)c3ccccc3C2=O)cc1	121	105	104	103	111	113	.	115	103
O=C(O)c1ccc2c(c1N=Nc1c(O)[nH]c(=O)[nH]c1=O)C(=O)c1ccccc1C2=O	107	.	110	96	116	105	109	99	95
COc1ccc(C(=O)c2c(N)c(C#N)cn2-c2cccnc2Cl)cc1	101	98	103	96	.	102	113	98	98
NC(Cc1cccs1)C(=O)O (stereo unspecified)	119	95	106	98	106	108	111	102	101
O=[N+]([O-])c1ccc2c(c1)S(=O)c1cc([N+](=O)[O-])ccc1N2	104	117	95	103	.	96	108	92	97
CC[C@@](C)(NC(=O)C(C)(C)NC(=O)[C@@H](NC(=O)[C@@H]1CCCN1C(=O)C(C)(C)NC(=O)[C@H](CC(C)C)NC(=O)CNC(=O)C(C)(C)NC(=O)[C@@H](NC(=O)C(C)(C)NC(=O)[C@H](CCC(N)=O)NC(=O)[C@H](C)NC(=O)C(C)(C)NC(=O)[C@H](C)NC(=O)C(C)(C)NC(=O)[C@H](C)NC(=O)C(C)(C)NC(C)=O)C(C)C)C(C)C)C(=O)N[C@@H](CCC(N)=O)C(=O)N[C@@H](CCC(N)=O)C(=O)N[C@H](CO)CC1CCCCC1	24[5 µM]	49[5 µM]	23[5 µM]	16[5 µM]	40[5 µM]	35[5 µM]	-7.4*[5 µM]	48[5 µM]	1.6*[5 µM]
COc1cc(/C=C2\C(=O)N(C[C@@H](O)CN[C@H](C(=O)O)C(C)C)c3ccccc32)cc(OC)c1OC	108	105	100	101	78	94	124	85	80
Cc1cc(C(=O)Nc2ncc(Cc3ccccc3)s2)c(C)o1	81	62	76	81	74	25	114	82	57
CO/N=C1\CCc2c(sc(NC(=O)c3cccc(C(F)(F)F)c3)c2C(N)=O)C1	-6.0*	20	51	.	-43*	2.8*	73	-10*	26
CC(=O)C1=C(C)Nc2nc3ccccc3n2C1c1ccc2c(c1)OCO2 (stereo unspecified)	108	98	105	106	112	112	114	103	73
Cc1cc(C(=O)c2ccccc2Cl)ccc1O	94	99	104	106	87	97	109	89	102
COc1cc(-c2nc3ccc(-c4nnc(SCC(=O)Nc5ccc(Br)cc5)o4)cc3[nH]2)cc(OC)c1OC	76	94	101	87	183	109	127	98	66
COc1cc(C(=O)/C=C/c2cc(C(=O)c3cc(OC)c(OC)c(OC)c3)ccc2OC)ccc1N	-33*	7.8*	-58*	-30*	-6.9*	-16*	-59*	-39*	-59*
C=CCNC(=O)CC(C)(C)C	104	105	108	104	95	106	104	92	102
CC(=O)OC1CC2CCC1(C)C2(C)C (stereo unspecified)	114	.	96	104	108	105	108	103	.
COc1ccc(C(=O)c2cc3c(N)c(C(=O)Nc4ccc(Br)cc4)sc3nc2C)cc1	.	79	75	83	84	50	86	39	40
O=S1(=O)NCCN1CCNc1nccc(-c2c(-c3cccc(O)c3)nc3sccn23)n1	111	115	72	104	118	107	42	105	87
O=c1[nH]c(NCc2nnnn2-c2cccc(Br)c2)nc2sc3c(c12)CCCC3	107	94	79	100	89	96	105	94	66
N#CC1=C(/N=C/c2ccccc2)Oc2c(ccc3ccccc23)C1c1ccc(Cl)cc1 (stereo unspecified)	104	94	110	99	.	96	114	68	90
O=C(CSc1nc2ccc([N+](=O)[O-])cc2[nH]1)Nc1ccc(F)cc1	88	86	72	40	29	57	68	49	30
COc1cc(F)c(-c2nc3c(C)cccc3n2Cc2c(F)cccc2F)c(F)c1	98	87	70	80	87	78	98	89	73
C/C(=N/NC(=O)c1cc2ccccc2oc1=N)c1ccccc1	.	100	110	101	80	102	137	99	95
COC(=O)c1cc(N)cn1C	.	93	102	107	91	113	113	87	.
CC(C)C(O)(C#CC(O)(C(C)C)C(C)C)C(C)C	116	117	115	106	91	102	100	100	.
C=C1C(=O)O[C@H]2[C@H]1CC/C(COC(=O)OCCCCO)=C\CC[C@@]1(C)O[C@@H]21	52	102	71	93	139	99	62	107	38
COc1cc(-c2cc(-c3nc4cc(Cl)c(Cl)cc4[nH]3)[nH]n2)cc(OC)c1OC	71	92	73	75	67	70	47	38	46
CC(C)(C)c1cc(/C=C(\C#N)C(N)=O)cc(C(C)(C)C)c1	99	102	111	106	.	105	120	103	91
COc1cc(C2C3=C(COC3=O)N(CCO)c3cc4c(cc32)CCC4)cc(OC)c1OC (stereo unspecified)	26	40	2.2*	-26*	-20*	-45*	-99*	3.0*	-27*
CC(C(=O)c1c([O-])on[n+]1-c1ccccc1)N1CCOCC1 (stereo unspecified)	.	104	101	98	115	110	110	101	76
Nc1nc(N)nc(N/C=C/C(=O)O)n1	115	106	.	106	90	105	103	105	109
CC1=C2CC[C@@](C)(O)C2[C@H]2OC(=O)/C(=C/c3cccc(C(F)(F)F)c3)[C@@H]2CC1 (stereo partly specified)	112	103	78	96	112	95	101	97	72
